From PubChem
V1aR counter: activates human V1a receptor in oxytocin agonist counter-screen; P37288; CHO-V1R cells, Fluo-8 calcium fluorescence, agonist mode; 0% DMSO, 100% 3 nM vasopressin; activation, % at 3 µM; 320,000 compounds, 0.25% hits;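 active means activation above the mean activation of all tested compounds plus 3 SD, per screening run, cut at about 20% in these data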;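 further: signal is peak over basal fluorescence ratio across a 100 second FLIPR read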
MEKK2mut PB1 HTS: signal of MEK5 binding to mutant human MEKK2 PB1 domain; bead flow cytometry, Alexa488-MEK5 binding to MEKK2 mutant; percent response, % at 10 µM; 290,000 compounds, 0.35% hits; AID 1530; in the data active means percent response above about 24%, passing the limit was not always enough; further: inactives centre near 1; some results filed as inactive read as strong as hits; reference of the scale not given here
OXTR ag: activates the human oxytocin receptor | P30559 | CHO-OTR cells, Fluo-8 calcium fluorescence; normalized: DMSO 0%, oxytocin 100% | activation, % at 3 µM | 320,000 compounds, 0.32% hits | AID 2435;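 active means activation above the mean of all tested compounds plus 3 SD, cutoff set per screening run, cut at about 20% in these data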;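 further: peak over basal fluorescence ratio from a 100 s FLIPR kinetic read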
Target sequence (P30559 whole entry, looked up): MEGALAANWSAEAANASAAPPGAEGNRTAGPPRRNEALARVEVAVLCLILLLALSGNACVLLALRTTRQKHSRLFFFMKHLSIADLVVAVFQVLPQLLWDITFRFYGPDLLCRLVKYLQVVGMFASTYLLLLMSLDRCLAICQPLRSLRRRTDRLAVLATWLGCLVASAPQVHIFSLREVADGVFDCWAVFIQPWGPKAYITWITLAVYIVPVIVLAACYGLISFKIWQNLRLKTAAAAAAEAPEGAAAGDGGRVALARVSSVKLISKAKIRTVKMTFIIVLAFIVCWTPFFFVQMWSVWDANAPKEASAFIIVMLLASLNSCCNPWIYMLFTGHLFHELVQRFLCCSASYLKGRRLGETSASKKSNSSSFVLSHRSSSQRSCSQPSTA
GalR3 antagonist: blocks the human galanin receptor 3 | O60755 | inhibition, % at 3 µM | HEK293 GalR3-CNG cAMP membrane potential fluorescence; galR3 body fused to GalR1 C-terminus | 360,000 compounds, 0.44% hits | AID 651719;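 active means inhibition above the screen-wide average plus 3 SD, cut at about 13% in these data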;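 further: forskolin and galanin both at EC90 stimulate the cells; cAMP rise reported by CNG channel membrane potential dye signal; 0% = forskolin plus galanin with DMSO and 100% = forskolin alone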
MEKK3 PB1 HTS: modulators (inhibitors or enhancers) of MEK5 binding to human MEKK3 PB1 domain; Q99759; bead-based flow cytometry, Alexa488-MEK5 binding to MEKK3; actives lie on both sides; 0 = blocked by unlabeled MEK5, 100 = vehicle; binding response (% of control), % at 10 µM; 290,000 compounds, 1.4% hits; AID 1529;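 active means binding response more than 3 SD above or below the average of its plate-row segment, actives on both sides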;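 further: Alexa488 bead fluorescence after subtracting the streptavidin-only scavenger bead signal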
PHOSPHO1 block: PHOSPHO1 (human) inhibition. Q8TCT1. recombinant PHOSPHO1, absorbance phosphatase assay. inhibition, % at 13.3 µM. 290,000 compounds, 1.1% hits. AID 1565; in the data active means inhibition above about 60%
Target sequence (Q8TCT1 whole entry, looked up): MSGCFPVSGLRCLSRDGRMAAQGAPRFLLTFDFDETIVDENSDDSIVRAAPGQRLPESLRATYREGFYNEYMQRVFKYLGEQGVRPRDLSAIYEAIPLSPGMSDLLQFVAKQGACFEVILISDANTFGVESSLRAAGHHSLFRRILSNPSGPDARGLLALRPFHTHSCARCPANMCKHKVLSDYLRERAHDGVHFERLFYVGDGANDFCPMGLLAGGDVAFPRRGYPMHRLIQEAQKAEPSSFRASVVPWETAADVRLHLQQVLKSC
NALP1 inh: inhibitors of NALP1 inflammasome in yeast; S. cerevisiae NALP1/ASC/caspase-1 growth, X-gal OD620, 72 h; inhibition, % at 10 µM; 280,000 compounds, 0.61% hits; AID 2071; in the data active means inhibition mostly above about 24%, no sharp cut-off; inactive means mostly below about 32%; further: some compounds called inactive have numbers as strong as hits
GPR7 antagonist: blocks human GPR7 receptor signaling; P48145; GPR7-expressing cells, fluorescence antagonist assay; inhibition, % at 4.4 µM; 290,000 compounds, 1.1% hits; AID 1861; in the data active means inhibition above about 16%, passing the limit was not always enough;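 further: cells stimulated with the agonist NPW; 0% = agonist with vehicle and 100% = vehicle without agonist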
Target sequence (P48145 whole entry, looked up): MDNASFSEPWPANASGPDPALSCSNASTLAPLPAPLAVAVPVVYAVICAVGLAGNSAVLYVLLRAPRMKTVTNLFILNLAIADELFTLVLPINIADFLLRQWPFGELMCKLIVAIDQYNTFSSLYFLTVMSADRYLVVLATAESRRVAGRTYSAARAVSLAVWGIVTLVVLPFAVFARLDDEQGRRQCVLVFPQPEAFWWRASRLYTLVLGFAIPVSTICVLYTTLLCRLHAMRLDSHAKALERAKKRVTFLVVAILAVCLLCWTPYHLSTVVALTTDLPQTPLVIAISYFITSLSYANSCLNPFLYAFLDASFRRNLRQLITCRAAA
MEKK2 WT-MEK5: raises or lowers MEK5 binding to wildtype human MEKK2 PB1 domain; 290,000 compounds, 1.1% hits; AID 1531; Q9Y2U5; bead flow cytometry, Alexa488-MEK5 binding to MEKK2 WT; actives lie on both sides; binding response (% of control), % at 10 µM; in the data active means binding response below about 67% or above about 130%
Active calls of the source: *; x = not tested or not shown.

SMILES	V1aR counter	MEKK2mut PB1 HTS	OXTR ag	GalR3 antagonist	MEKK3 PB1 HTS	PHOSPHO1 block	NALP1 inh	GPR7 antagonist	MEKK2 WT-MEK5
Cc1ccccc1-c1nc(CS(=O)CC(=O)NC2CCCCC2)c(C)o1 (configuration not stated)	-0.6	0	-1.7	-7	100	-6	24	-3	99
C=CCN(C(=O)Cn1c(C(=O)OC)cc2oc(C)cc21)c1ccccc1	0.1	-3	-1.2	-2	98	74*	-12	9	98
CN(C)C(CNC(=O)c1ccc(C(=O)c2ccccc2)cc1)c1ccccc1 (configuration not stated)	1.9	-1	3.6	-8	99	35	5	-7	105
Cc1ccc(-c2c(C)n([O-])c3c([n+]2=O)CCCCC3)cc1	0.1	-1	-0.5	-1	93	-11	32	0	96
Cc1nc(NCc2ccco2)[nH]c(=O)c1CCC(C)C	-0.7	1	-1.4	0	105	-4	-7	4	106
O=C(CSc1nc2ccccc2[nH]1)NCCCn1ccnc1	0.6	9	1.1	3	102	6	26	-7	105
CCN(Cc1ccccc1)C(c1cc2ccc(C)cc2[nH]c1=O)c1nnnn1CCOC (configuration not stated)	-0.9	-1	-0.6	0	98	99*	10	-3	98
O=C(O)/C=C/c1cccc(OCc2ccccc2)c1	1.3	-4	1.4	-2	104	-11	1	-7	99
O=C(NCC(=O)N1CCN(S(=O)(=O)c2ccccc2F)CC1)c1ccc(Br)o1	0.2	8	-1.1	3	103	9	-3	-9	105
O=c1[nH]c2ccccc2cc1-c1noc(-c2cccnc2)n1	-0.2	1	1.4	-2	102	14	10	-13	96
CCCc1cc2c(=O)c(-c3ccccn3)coc2cc1OC	-1.6	4	-2.5	0	102	15	19	7	101
O=C(CSc1nc(-c2cccs2)cc(C(F)(F)F)n1)Nc1cc(OCC(F)(F)C(F)F)cc([N+](=O)[O-])c1	1.1	0	0.4	0	99	-8	28	-2	117
Cc1cc2oc(=O)cc(CN3CCCCC3C)c2cc1Cl (configuration not stated)	-0.1	5	-1.7	-1	100	33	4	-2	106
O=C(CN1CCOCC1)Nc1nc2cc([N+](=O)[O-])ccc2s1	1.0	-3	1.8	-6	92	-3	37	-7	95
CCCCc1nc2c(=O)[nH]c3ccccc3c2o1	-1.0	-1	-2.7	-9	100	2	-16	-12	96
CC(=O)c1ccc(OC(C)c2nc3ccccc3s2)cc1 (configuration not stated)	-0.6	0	-1.5	-9	98	40	-13	-2	99
CCc1ccc(N(C(=O)c2csnn2)C(C(=O)NC(C)(C)C)c2ccncc2)cc1 (configuration not stated)	-0.7	0	-0.1	-4	101	50	5	-9	104
CC1(C)CC(=O)C=C(Nc2cccc(O)c2)C1	0.4	6	-0.5	-2	102	-4	1	-8	102
Cc1ccc2c(c1)N(CC(=O)NC1CCC(C)CC1)C(=O)c1cccnc1O2 (configuration not stated)	-1.4	-1	-1.8	-1	100	18	10	-7	98
O=C(C(=O)N1CCOCC1)c1cn(CCOc2ccccc2)c2ccccc12	1.0	5	2.5	-1	89	24	7	-9	101
COc1cc(/C=C/C(=O)OCC(=O)c2c(N)n(C)c(=O)n(C)c2=O)ccc1O	1.4	7	0.1	0	103	38	11	-3	105
CC(=O)c1c(C)[nH]c(C(=O)OCC(=O)N(C)C)c1C	0.4	4	-0.2	-5	102	29	3	-2	101
Cc1cc2nnn(-c3nnc(-c4ccccc4)c4ccccc34)c2cc1C	-0.2	-6	-0.7	4	96	15	20	-4	92
CC(NC(=O)COC(=O)c1cc(=O)[nH]c2ccccc12)c1ccccc1 (configuration not stated)	0.4	6	-0.1	9	102	7	3	-9	103
COc1cccc(C2Nc3cc(Cl)c(S(N)(=O)=O)cc3S(=O)(=O)N2)c1 (configuration not stated)	0.9	x	0.3	-6	x	-18	13	-10	x
O=C(NCc1ccco1)/C(=C/c1cccc(C(F)(F)F)c1)c1nc2ccccc2[nH]1	0.7	-1	-0.9	-4	96	2	22	-4	93
COc1ccccc1NC(=O)CSc1nc2ccccc2c(=O)n1CC1CCCO1 (configuration not stated)	-0.6	3	-1.6	-5	105	40	-4	1	99
CCC(=O)NC(=S)Nc1ccc(-c2nc3ccccc3s2)cc1	-0.1	3	-0.3	3	104	-19	34	0	104
COc1ccc(CCN2CNc3c(c(=O)n(C)c(=O)n3C)C2)cc1OC	0.1	2	0.0	8	104	6	-14	-6	109
Cc1cc(C(F)(F)F)nc(-n2cc(-c3ccccc3)nn2)n1	-1.0	2	-2.0	-2	103	23	1	-12	105
c1ccc(-c2c(-c3ccccc3)n(Cc3ccco3)c3ncnc(NCCCn4ccnc4)c23)cc1	1.4	5	-0.7	-4	97	24	64	7	107
COc1ccc(CCn2c(C)c(C(C)=O)c3cc(OC(=O)c4ccco4)ccc32)cc1OC	4.8	4	-0.6	3	102	3	24	9	105
COc1ccc(CN2CCN(C3CCSCC3)CC2CCO)c(C)c1C (configuration not stated)	0.2	-10	-0.3	-1	105	35	16	11	102
CN(Cc1ccc(OCC(O)CN2CCCCC2)cc1)Cc1ccnc2ccccc12 (configuration not stated)	x	37	x	-9	106	9	13	-12	148*
Cc1ccn(-c2cccc(-n3ccc(C)n3)n2)n1	0.3	2	-2.1	-2	107	-17	40	-8	103
O=C(Oc1ccc(Cl)cc1)N1CCCCC1	-0.2	4	-1.0	-5	103	14	2	-9	107
Cc1ccc(C(=O)CC(=O)c2ccccc2)cc1	0.3	7	-0.5	-7	109	18	24	-22	110
COc1ccccc1C(=O)NCC(C)(C)CN=C1NS(=O)(=O)c2ccccc21	1.6	2	3.1	-9	103	2	23	-13	105
COc1ccc(N(CC(=O)NC2CCCC2)C(=O)c2csnn2)cc1	0.2	1	0.4	-1	92	2	-83	-15	101
CCOC(=O)C1=C(CN2CCSCC2)NC(=O)NC1c1cccc([N+](=O)[O-])c1 (configuration not stated)	3.0	1	3.9	-3	103	25	-13	2	104
CCOc1ccc(OCc2cccc(C(=O)N(CC)CC)c2)cc1	7.1	7	0.8	-5	106	-26	3	-11	108
COCCNC(=O)/C(C#N)=C/c1ccc(OCC(=O)NC2CCCCC2)cc1	0.4	1	-0.4	-3	120	-24	-5	-1	112
O=S1(=O)CCN2C(c3ccc4c(c3)CCCC4)=CSC2=N1	2.6	7	3.2	3	99	16	-1	-12	99
CC(C)OC(=O)c1ccc(N2CCN(c3ccc(F)cc3)CC2)nc1	3.7	3	2.8	-10	102	16	14	20	107
Cn1c(Cl)cnc1C1CC(=O)c2cc(Cl)ccc2O1 (configuration not stated)	-0.5	0	-1.2	0	98	10	40	2	99
CCC(=O)N1CCN=C1SCc1ccccc1	-0.2	2	-0.8	2	97	11	-34	12	106
Cc1ccc(NC(=O)c2ccc(S(=O)(=O)NCc3cccnc3)cc2)cc1C	2.5	5	1.1	-3	103	31	21	-10	109
Cc1ccc2nc(C)c3c(c2c1)N(c1ccc(F)cc1)CC3	-0.5	11	-1.9	-6	104	27	x	35*	117
CCCCn1c(=O)nc2n(-c3ccc(OC)cc3)c3ccccc3cc-2c1=O	-0.9	-23	-0.5	-4	74	-4	4	-5	75
COc1ccc(Cl)cc1S(=O)(=O)N1CCC(C(=O)NCCC2=CCCCC2)CC1	2.5	7	2.7	-3	104	17	2	8	107
CC(=O)Nc1ccc(C2=NNC(=NCC3CCCO3)SC2)cc1 (configuration not stated)	0.2	19	0.0	-2	101	1	17	-4	110
Cc1cccc(NC(=O)CCNS(=O)(=O)c2ccc3[nH]c(=O)oc3c2)c1	0.6	2	0.6	-7	97	44	-2	-7	99
C=CCNC(=O)C12CC3(C)CC(C)(CC(C)(C3)C1)C2	-0.7	3	-2.8	x	105	9	-8	-9	101
C=CCn1c(SCc2nc(N)nc(N(C)C)n2)nnc1-c1cccnc1	0.6	x	0.6	2	x	18	6	-11	x
Cn1c(=O)c2sccc2n(CC(=O)NCCC2=CCCCC2)c1=O	3.3	3	1.0	-10	104	20	8	-5	99
CCOC(=O)C1CN(S(=O)(=O)c2ccc(Cl)cc2)c2cc(S(=O)(=O)CC)ccc2O1 (configuration not stated)	2.7	-1	1.2	3	99	38	18	-14	95
O=S(=O)(/C=C/c1ccccc1)Nc1ccc(F)cc1	-1.6	x	-1.5	-7	x	32	6	-11	x
COc1cc(-c2noc(C)c2/C=C/c2ccc(N)cc2)cc(OC)c1OC	-1.0	-2	-1.7	5	97	-36	8	17	93
COc1ccccc1-c1c(C(F)(F)F)oc2cc(OCC(=O)Nc3ccccc3C(F)(F)F)ccc2c1=O	-0.5	9	-0.3	-2	102	-1	21	-8	102
CC(=O)Nc1cc2cc(NS(=O)(=O)c3ccc(Cl)cc3)ccc2oc1=O	3.0	-2	-0.8	-3	99	32	x	-2	97
Next entries follow:
SMILES	V1aR counter	MEKK2mut PB1 HTS	OXTR ag	GalR3 antagonist	MEKK3 PB1 HTS	PHOSPHO1 block	NALP1 inh	GPR7 antagonist	MEKK2 WT-MEK5
O=S(=O)(c1ccc(OC(F)(F)F)cc1)N1CCCC(c2ccccc2)C1 (configuration not stated)	1.4	-2	-0.6	-9	96	x	15	7	93
CCc1cc2c(SCC(=O)c3cccs3)ncnc2s1	0.6	-3	-2.1	-9	93	46	29	-9	97
CCOC(=O)C1CCCN(C(=O)CN2C(=O)c3ccccc3C2=O)C1 (configuration not stated)	0.3	-1	1.8	-2	101	-3	17	-4	98
O=C(O)c1ccccc1S(=O)(=O)c1ccccc1CO	1.2	19	0.2	-8	113	2	9	-5	109
CCOC(=O)c1cc2c(ccn2-c2ccc(F)cc2)n1CC(=O)NC(C)(C)C	-0.7	-2	-2.5	x	95	26	-5	-3	91
COc1ccc(CCNC(=O)CSc2ccc(-c3ccccc3)nn2)cc1OC	-0.3	-6	0.1	-9	85	13	9	4	92
COc1ccc(CCNC(=O)C(=O)NCC2CCCO2)cc1OC (configuration not stated)	1.2	3	0.7	-3	108	-7	19	1	98
CCCCCC(=O)Nc1cccc(C2=NOC3(C2)C[C@H](C(N)=O)N(C(=O)CC)C3)c1 (some centres not stated)	0.5	-8	6.1	x	84	22	-7	x	100
CSc1nc2nc3c(cc2c(=O)n1-c1cccc(C)c1)COC(C)(C)C3	1.1	1	-0.2	-2	96	49	16	-6	97
O=C(O)CCc1nnc(SCC(=O)Nc2ccc(Cl)c(C(F)(F)F)c2)[nH]c1=O	0.3	-2	-0.2	-7	101	37	-10	-1	102
CCOC(=O)C1CCN(C(=O)c2ccccc2NS(=O)(=O)c2ccccc2)CC1	0.3	9	-0.4	-2	106	26	0	-9	116
Cc1cc(C(=O)CSc2nnc(-c3cccs3)o2)c(C)n1-c1ccccc1	2.5	1	3.3	-4	104	22	33	3	100
